WT yeast gro inh: growth inhibition of WT yeast, mitochondrial fusion screen. 2.1% of 190,000 active. inhibition, % at 10 µM. mitochondrial fusion phenotypic screen, WT strain; in the data active means inhibition above about 58%; tested in S. cerevisiae
SIAH1 antagonists: blockers of Siah-1 interaction with plectin peptide – biochemical, fluorescence polarization, rhodamine-plectin, uHTS, primary screen (AID 1817). 0.02% of 290,000 active. Siah-1 / rhodamine-plectin peptide fluorescence polarization; higher % means a stronger effect. displacement, % at 20 µM, or IC50 in µM where a hit was titrated;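 active means displacement of at least 50% at 20 µM, with a fluorescence ratio check between 0.3 and a set limit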;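 further: plate controls were Siah plus tracer with DMSO for no effect and tracer alone without Siah for full effect; strong numbers were not always called active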
TNAP activation fold: human TNAP enzyme activators, primary screen, biochemical, luminescent, no phosphate acceptor, uHTS (AID 1001) | purified TNAP, luminescent activation assay, no phosphate acceptor; higher activation fold means a stronger effect | one-dose activation fold at 20 µM; EC50 in µM for titrated hits | 0.03% of 200,000 active; in the data active means activation fold from about 3, or a potency from the dose series; inactive means the rest, 99 in 100 with activation fold below about 1.6; further: many of its hits are not listed in these tables
PMI inhibitors: inhibitors of human PMI, primary screen, biochemical, fluorescence intensity, coupled assay (AID 1209). purified PMI enzyme, coupled fluorescence intensity; higher % means a stronger effect. inhibition, % at 20 µM, or IC50 in µM where a hit was titrated. 0.42% of 190,000 active;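 further: plate controls were DMSO vehicle for no effect and wells lacking substrate for full effect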
Myeloid diff MLP: compounds promoting myeloid differentiation | ER-HoxA9 myeloid progenitors, lysozyme-GFP differentiation, flow cytometry | 1% of 360,000 active | AID 624256 | calls only at 10 µM;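 active means normalized GFP-positive differentiation at or above the plate's own cutoff, the solvent-only control mean plus 3 SD; inconclusive means no clear call, values can overlap the other calls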;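 further: cells exposed to compound for four days before flow analysis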
XIAP antagonists: XIAP antagonists, biochemical, IAP family, fluorescence polarization (AID 1018); XIAP BIR domain, fluorescence polarization peptide displacement; higher % means a stronger effect; one-dose displacement, % at 20 µM; IC50 in µM for titrated hits; 0.007% of 200,000 active; in the data active means displacement above about 50%; further: a part of the inactive calls stands beside numbers as strong as those of hits
human PMI inhibitors: human PMI inhibitors, high substrate, primary screen, biochemical, fluorescence intensity, high mannose 6-phosphate (AID 1220). recombinant PMI enzyme, coupled fluorescence intensity; higher % means a stronger effect. one-dose inhibition, % at 20 µM; IC50 in µM for titrated hits. 0.66% of 190,000 active
Salmonella PhoP GFP: PhoP-dependent GFP reporter repression – Salmonella Typhimurium, primary screen (AID 1863). S. Typhimurium PhoP-regulated promoter GFP reporter, 4 h; higher % means a stronger effect. one-dose inhibition, % at 50 µM; IC50 in µM for titrated hits. 0.16% of 300,000 active;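 active means inhibition over 29.93%, a cutoff 3 SD above the screen mean, later confirmed by dose response; inconclusive means inhibition over 29.93% but no dose response follow-up; inactive means inhibition at most 29.93% or unconfirmed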;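 further: 0% = low Mg2+ inducing control and 100% = high Mg2+ repressing control; strong numbers were not always called active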
RSV antiviral HEp-2: inhibition of RSV-induced cytopathic effect – HEp-2 cells, primary 10 µM value included (AID 2391); HEp-2 cells, RSV-induced CPE inhibition; higher % means a stronger effect; one-dose CPE inhibition, % at 10 µM; IC50 in µM for titrated hits; 0.13% of 310,000 active; in the data active means a potency from the dose series; inconclusive means CPE inhibition mostly from about 23% at the one dose, without a potency; inactive means the rest, 99 in 100 with CPE inhibition below about 21%; further: strong numbers were not always called active
WT yeast gro inh mutant strain: recorded beside WT yeast gro inh, whose call it bears; inhibition, %; mitochondrial fusion phenotypic screen, mutant strain inhibition
Myeloid diff MLP GFP+ MAC1+ %: recorded beside Myeloid diff MLP, whose call it bears; GFP+ MAC1+ double positive, %; measured here: differentiation confirmed by MAC1 staining
The depositor's hits bear a star; i = inactive; ? = inconclusive; . = no result given. Unless noted, no stated cut-off is given here; in the data, active means inhibition above about 50%; inactive means the rest. Outcome played no part in choosing rows; about 3.1% have a hit in one of these screens.

SMILES	WT yeast gro inh	WT yeast gro inh mutant strain	SIAH1 antagonists	TNAP activation fold	PMI inhibitors	Myeloid diff MLP	Myeloid diff MLP GFP+ MAC1+ %	XIAP antagonists	human PMI inhibitors	Salmonella PhoP GFP	RSV antiviral HEp-2
CN(CC(=O)Nc1ccc(S(=O)(=O)N2CCCC2)cc1)Cc1ccc(Cl)cc1	-4	-17	5%	1.2	13%	i	0.3	-5.3%	15%	10%	4.1%
CCC(NC(=O)/C(=C\c1ccc2c(c1)OCO2)NC(C)=O)C(=O)O (stereo unspecified)	-6	-5	4%	1.1	9%	i	0.5	-6.8%	1%	-5%	1.2%
O=C1CC(N2CCN(c3ncccn3)CC2)C(=O)N1CCc1ccccc1 (stereo unspecified)	-10	5	1%	1.1	10%	i	0.4	-3.1%	6%	0%	1.6%
O=C(c1cc(=O)c2ccccc2o1)N(Cc1ccccc1)C1CCS(=O)(=O)C1 (stereo unspecified)	.	.	0%	.	.	i	0.9	.	.	0%	1.4%
CCC(=O)NCCc1nc2ccccc2n1CC(=O)c1ccccc1	-22	-3	1%	0.9	-8%	i	1.2	-13%	-3%	-4%	2.1%
O=S(=O)(Nc1cccc(-c2nc3cccnc3s2)c1)c1cccs1	.	.	5%	.	.	i	0.9	.	.	-2%	9.1%
C=CCn1c(SCC(=O)N2CCN(c3ccc(F)cc3)CC2)nnc1-c1cccs1	11	6	0%	1	10%	i	2.2	-2.0%	1%	4%	0.3%
Cc1ccc(NC(=O)CSc2nn(-c3ccccc3)c(=S)s2)cc1S(=O)(=O)N(C)C	-2	7	2%	0.9	4%	i	0.6	-11%	4%	-3%	6.0%
O=C(c1ccccc1)c1ccc(OCCn2cnc3ccccc3c2=O)cc1	10	8	-1%	1	16%	i	2.5	-0.3%	11%	-1%	6.0%
Cc1ccc([N+](=O)[O-])cc1N=Nc1c(C)[nH]n(C(N)=S)c1=O	.	.	0%	.	.	i	0.2	.	.	0%	1.2%
COc1ccc(CCNC(=S)NC(=O)c2cccc(Cl)c2)cc1OC	.	.	5%	.	.	i	0.8	.	.	-4%	7.4%
CCCn1nnc2sc3c(c2c1=O)CCC(C)C3 (stereo unspecified)	-2	-5	-4%	1.1	10%	i	0.6	-3.6%	5%	-1%	26%
Clc1ccc(/C(Cc2nc3ccccc3[nH]2)=N\Nc2ccccc2)cc1	61	70	-6%	1.1	-81%	i	1.4	-1.4%	-201%	2%	15%
O=C(Nc1cc(Cl)cc(Cl)c1)N1CCCC1	.	.	-3%	.	.	i	0.7	.	.	-12%	0.6%
CCOc1ncccc1C(=O)OCC(=O)Nc1cccc(C(C)=O)c1	8	5	-2%	1.1	-7%	i	7.7	-10%	-17%	-2%	.
CC1Cc2ccccc2N1C(=O)COC(=O)Cn1nnc(-c2ccccc2)n1 (stereo unspecified)	3	-3	-1%	1.1	19%	i	1.3	-4.5%	16%	-2%	0.8%
CC(C)(C)c1cc(/C=N/NC(=O)Cc2nc3ccccc3[nH]2)cc(C(C)(C)C)c1O	-3	8	2%	1.2	-1%	.	.	-4.8%	-4%	25%	2.6%
O=C(c1ccc(Cn2c(=O)[nH]c3ccsc3c2=O)cc1)N1CCN(c2ccccc2)CC1	-5	-12	8%	1.1	-3%	i	0.4	-5.5%	-5%	-4%	5.1%
COc1cc(/C=N\NC(=O)Cn2nnc3ccccc32)cc(OC)c1OC	-20	-56	8%	1.1	4%	i	0.3	-5.7%	4%	4%	0.7%
Cc1ccnc(SCC(=O)N2CCN(C(c3ccccc3)c3ccccc3)CC2)n1	15	19	3%	1.2	6%	i	0.4	-3.0%	1%	-5%	4.6%
O=c1cnnc(SCc2ccc([N+](=O)[O-])cc2)[nH]1	13	8	-4%	1	-5%	i	0.8	-3.0%	-8%	-12%	0.8%
COc1ccc(C2Nc3ccccc3C(=O)N2c2ccc(F)cc2)cc1CSc1ccccn1 (stereo unspecified)	8	2	3%	1.1	11%	i	0.1	-2.0%	4%	-13%	0.9%
CC(=O)NC(CC(=O)N(Cc1ccccc1)c1ccc(C)cc1)c1ccccc1 (stereo unspecified)	.	.	-6%	.	.	i	1.2	.	.	0%	1.0%
CC(=O)Nc1ccc(Nc2nc(C)c([N+](=O)[O-])c(Nc3ccc(NC(C)=O)cc3)n2)cc1	-11	-12	4%	0.8	-5%	i	0.3	-6.8%	4%	19%	3.5%
CSc1nc(SC)c2c3c(oc2n1)COC(C)(C)C3	-1	6	4%	1.2	2%	i	0.3	0.0%	0%	-11%	4.8%
CCC(C)(C)NC(=O)C(c1ccc(F)cc1)N(Cc1cccc(OC)c1)C(=O)c1cnccn1 (stereo unspecified)	12	-3	8%	1.1	-1%	i	0.5	-7.7%	-5%	.	-0.8%
Cc1ccc(NC(=O)c2cc3ccccc3oc2=O)cc1S(=O)(=O)N(C)C	-17	-16	2%	1	-4%	i	0.2	-7.0%	7%	4%	2.1%
CCCN1CCN(CCCNC(=O)CCN2C(=O)COc3ccccc32)CC1	.	.	4%	.	.	i	0.7	.	.	-3%	1.3%
COc1ccc(/C=N/Nc2cc(C)nc(N)n2)cc1	-4	-16	3%	1.1	12%	i	0.7	-9.1%	5%	10%	1.1%
CC(=O)Nc1ccc(NS(=O)(=O)c2ccccc2)c2ccccc12	.	.	-1%	.	.	i	0.4	.	.	7%	0.5%
COc1cccc(-n2c(CNC(=O)OC(C)(C)C)n[nH]c2=S)c1	1	-6	-6%	0.9	-8%	i	0.4	-7.1%	-8%	8%	0.9%
Cc1cc(C)n(-c2nc3ccccc3c3nc(C)nn23)n1	9	-2	1%	1.1	3%	i	5.4	-6.7%	3%	-3%	1.0%
Cc1occc1C(=O)NNC(=O)COc1ccc(Br)cc1Br	-3	-23	13%	1.2	-8%	i	0.3	-8.1%	-5%	17%	2.3%
COc1ccc(CCN2C(=O)c3ccncc3C2=O)cc1OC	-25	-27	-3%	1.1	-4%	i	1.2	-2.7%	-10%	-7%	6.4%
CCn1nc(C)c(CN2CCc3c([nH]c4ccccc34)C2c2ccc(F)c(OC)c2)c1C (stereo unspecified)	34	28	-1%	1.1	19%	i	1.5	-4.1%	22%	-16%	?
CC(c1ccccc1)N1CCC(CNC(=S)Nc2cccc(Cl)c2)C1 (stereo unspecified)	20	21	2%	1.2	11%	i	0.2	-4.8%	-1%	-11%	-0.8%
Cc1cc(C)c(N=Cc2c(O)c3ccccc3oc2=O)c(C)c1	.	.	-2%	.	.	i	0.3	.	.	-6%	3.5%
CCN1CCN(C(c2ccc(OC)c(OC)c2)c2nnnn2C(C)(C)C)CC1 (stereo unspecified)	-9	-3	0%	1.1	0%	i	0.2	1.8%	-5%	-1%	.
COc1ccc(OC)c(C(c2nnnn2Cc2ccccc2)N2CCN(C)CC2)c1 (stereo unspecified)	2	23	2%	1.1	-4%	i	0.9	0.6%	0%	-1%	0.1%
O=C(C(O)c1ccccc1)N1N=C(c2ccccc2)CC1(O)C(F)(F)F (stereo unspecified)	.	.	0%	.	.	i	0.4	.	.	-7%	0.5%

By substructure: those above containing a nitro group on carbon
SMILES	WT yeast gro inh	WT yeast gro inh mutant strain	SIAH1 antagonists	TNAP activation fold	PMI inhibitors	Myeloid diff MLP	Myeloid diff MLP GFP+ MAC1+ %	XIAP antagonists	human PMI inhibitors	Salmonella PhoP GFP	RSV antiviral HEp-2
Cc1ccc([N+](=O)[O-])cc1N=Nc1c(C)[nH]n(C(N)=S)c1=O	.	.	0%	.	.	i	0.2	.	.	0%	1.2%
O=c1cnnc(SCc2ccc([N+](=O)[O-])cc2)[nH]1	13	8	-4%	1	-5%	i	0.8	-3.0%	-8%	-12%	0.8%
CC(=O)Nc1ccc(Nc2nc(C)c([N+](=O)[O-])c(Nc3ccc(NC(C)=O)cc3)n2)cc1	-11	-12	4%	0.8	-5%	i	0.3	-6.8%	4%	19%	3.5%

Next part:
SMILES	WT yeast gro inh	WT yeast gro inh mutant strain	SIAH1 antagonists	TNAP activation fold	PMI inhibitors	Myeloid diff MLP	Myeloid diff MLP GFP+ MAC1+ %	XIAP antagonists	human PMI inhibitors	Salmonella PhoP GFP	RSV antiviral HEp-2
COc1ccc(/C=N/Nc2nc3ccccc3[nH]2)cc1OC	6	-4	10%	1.4	-2%	i	0.1	-3.3%	-13%	-1%	41%
CC(C)CCNC(=O)C1CCC(CNS(=O)(=O)c2ccc(Cl)cc2)CC1 (stereo unspecified)	.	.	1%	.	.	i	0.2	.	.	4%	2.0%
Cn1nc(C(F)(F)F)cc1Oc1ncc(C(F)(F)F)cc1Cl	13	-1	6%	1.1	5%	i	0.0	-7.2%	-1%	4%	-1.6%
CCN(CC)C(=O)CSc1nnc([C@H](Cc2c[nH]c3ccccc23)NC(=O)OC(C)(C)C)o1	-10	-48	-6%	1	3%	i	1.1	-5.4%	-1%	-5%	0.7%
CC(=O)Nc1cc(NC(C)=O)cc(C(=O)OCC(=O)Nc2ccc(S(=O)(=O)NC3=NCCCCC3)cc2)c1	.	.	-1%	.	.	i	0.4	.	.	-3%	2.4%
Cc1ccccc1S(=O)(=O)Cc1ccc(C(=O)NC2CC2)o1	.	.	-3%	.	.	i	2.2	.	.	-5%	1.2%
Nc1nc(SCC(=O)N2CCCC2)[nH]c(=O)c1NC(=O)c1ccco1	-7	0	0%	1	2%	i	3.4	-2.7%	4%	7%	1.9%
CCCCNC(=O)N1CCN(Cc2cccc(F)c2)CC1	2	11	1%	1.1	-6%	i	0.4	-8.9%	-3%	5%	1.0%
CN(C)S(=O)(=O)c1cccc(C(=O)OCC(=O)Nc2ccccc2OC(F)F)c1	-2	1	1%	1.1	9%	i	1.6	-8.9%	14%	1%	1.8%
Cc1sc(NC(=O)c2ccco2)c(C(=O)c2ccc(Cl)cc2)c1C	15	-5	0%	0.9	5%	i	0.4	-25%	1%	-2%	3.5%
O=C(Cc1ccc(Cl)cc1)Nc1ccc2oc(=O)ccc2c1	.	.	5%	.	.	i	0.2	.	.	8%	1.8%

Some of these compounds in order of formula weight, high to low.
SMILES	WT yeast gro inh	WT yeast gro inh mutant strain	SIAH1 antagonists	TNAP activation fold	PMI inhibitors	Myeloid diff MLP	Myeloid diff MLP GFP+ MAC1+ %	XIAP antagonists	human PMI inhibitors	Salmonella PhoP GFP	RSV antiviral HEp-2
Clc1ccc(/C(Cc2nc3ccccc3[nH]2)=N\Nc2ccccc2)cc1	61	70	-6%	1.1	-81%	i	1.4	-1.4%	-201%	2%	15%
COc1ccc(/C=N/Nc2nc3ccccc3[nH]2)cc1OC	6	-4	10%	1.4	-2%	i	0.1	-3.3%	-13%	-1%	41%
CCCCNC(=O)N1CCN(Cc2cccc(F)c2)CC1	2	11	1%	1.1	-6%	i	0.4	-8.9%	-3%	5%	1.0%
O=c1cnnc(SCc2ccc([N+](=O)[O-])cc2)[nH]1	13	8	-4%	1	-5%	i	0.8	-3.0%	-8%	-12%	0.8%

Source: PubChem
